Source: PubChem BioAssay (NMMLSC)
GRK2 aptamer HTS = compounds blocking aptamer binding on GRK2 – biochemical, human GRK2, bead flow cytometry, HTS, primary screen; Beta-adrenergic receptor kinase 1 (Homo sapiens), P25098; FAM-aptamer displacement from GRK2; inhibition of aptamer binding, % at 10 µM; 330,000 compounds, 0.59% hits;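 active = inhibition of aptamer binding above 40%, roughly 3 SD of noise, on plates passing a quality check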;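 note: median bead fluorescence of bound FAM aptamer so fluorescent compounds give negative values; no value below 0 was filed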
VLA-4 inh = inhibition in human VLA-4 binding assay, primary screen, VLA-4 allosteric modulator project, MLPCN library, flow cytometry, VLA-4 expressing cells | 330,000 compounds, 0.2% hits | inhibition, % (about 7 µM as worked out from the volumes in the protocol) | ligand binding flow cytometry | Integrin alpha-4 (Homo sapiens), P13612; in the data active = inhibition above about 50%
Target sequence (P13612 whole entry, looked up): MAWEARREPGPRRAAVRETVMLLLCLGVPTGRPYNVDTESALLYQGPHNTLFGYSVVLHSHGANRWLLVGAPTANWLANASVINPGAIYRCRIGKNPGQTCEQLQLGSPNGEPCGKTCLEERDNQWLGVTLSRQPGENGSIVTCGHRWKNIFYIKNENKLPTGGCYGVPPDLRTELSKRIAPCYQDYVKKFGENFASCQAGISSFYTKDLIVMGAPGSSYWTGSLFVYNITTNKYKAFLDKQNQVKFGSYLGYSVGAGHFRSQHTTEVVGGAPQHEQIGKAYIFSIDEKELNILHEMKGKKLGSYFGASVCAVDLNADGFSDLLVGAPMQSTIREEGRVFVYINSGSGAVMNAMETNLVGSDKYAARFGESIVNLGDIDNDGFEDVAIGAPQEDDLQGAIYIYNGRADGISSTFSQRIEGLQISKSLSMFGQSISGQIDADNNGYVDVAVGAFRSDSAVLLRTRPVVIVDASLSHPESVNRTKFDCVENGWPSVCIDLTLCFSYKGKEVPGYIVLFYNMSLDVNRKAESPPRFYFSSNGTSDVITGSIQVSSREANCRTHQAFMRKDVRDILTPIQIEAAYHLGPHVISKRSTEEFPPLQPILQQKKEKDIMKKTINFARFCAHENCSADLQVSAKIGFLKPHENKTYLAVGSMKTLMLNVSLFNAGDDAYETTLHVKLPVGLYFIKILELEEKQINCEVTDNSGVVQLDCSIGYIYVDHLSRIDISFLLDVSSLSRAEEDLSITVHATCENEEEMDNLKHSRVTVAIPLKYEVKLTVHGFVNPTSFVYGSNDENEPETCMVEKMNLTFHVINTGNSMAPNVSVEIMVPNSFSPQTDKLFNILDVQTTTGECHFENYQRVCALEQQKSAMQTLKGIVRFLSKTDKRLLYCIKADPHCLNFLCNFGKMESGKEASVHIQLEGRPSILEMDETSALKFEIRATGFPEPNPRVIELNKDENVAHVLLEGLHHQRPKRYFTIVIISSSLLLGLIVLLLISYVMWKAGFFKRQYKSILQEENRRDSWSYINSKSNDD
RPL19A-GFP yeast = RPL19A-GFP expression modulators in yeast, primary screen, cell-based, S. cerevisiae, multiplex flow cytometry, MLPCN; S. cerevisiae RPL19A-GFP strain, 3 h; hits give low values; percent response vs DMSO, % at 10 µM; 330,000 compounds, 0.3% hits;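 active = percent response vs DMSO below 50%; inconclusive = fewer than 70 events counted for the yeast strain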;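 note: median channel GFP fluorescence of the barcoded RPL19A-GFP strain; ratio of sample median GFP to plate DMSO average so 100% = DMSO; lower means less RPL19A-GFP as with rapamycin TOR inhibition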
MEP2 TOR yeast = modulators of MEP2-GFP levels in yeast, primary screen, S. cerevisiae, multiplex flow cytometry, MLPCN library | S. cerevisiae MEP2-GFP strain, 3 h; 100% = DMSO control level | GFP response vs DMSO, % at 10 µM | 330,000 compounds, 0.51% hits;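 active = GFP response versus DMSO above a set limit, roughly screen mean plus 3 SD, cut at about 180% in these data; inconclusive = fewer than 70 cells counted for a yeast strain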;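 note: median GFP fluorescence of the barcode-gated MEP2-GFP cells per well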
CR mimetic SO = reduction of superoxide in aged yeast, primary screen, HTS | AID 2690, 2010 | 330,000 compounds, 0.18% hits | superoxide response (% of plate mean), % at 10 µM | S. cerevisiae aged cells, superoxide DHE fluorescence; hits give low values;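 active = superoxide response under a set limit, about three screen SD below normal, cut at about 65% in these data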;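 note: yeast aged for seven days with compound at 30 °C before DHE staining; 100% = average MFI of all compound-treated wells on the plate with controls excluded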
CIT2 TOR yeast = modulators of CIT2-GFP expression in yeast, primary screen, S. cerevisiae, GFP fusion, multiplex flow cytometry, MLPCN library; S. cerevisiae CIT2-GFP strain, 3 h; 100 means same as DMSO wells; 320,000 compounds, 0.065% hits; GFP response vs DMSO, % at 10 µM;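 active = GFP response relative to DMSO above a set limit, near the screen mean plus 3 SD, cut at about 150% in these data; inconclusive = Fewer than 70 cells measured for a yeast strain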;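 note: ratio of well median GFP fluorescence to mean of DMSO wells on the plate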
LAP4 TOR yeast = modulators of LAP4-GFP expression in yeast, primary screen, S. cerevisiae, multiplex flow cytometry, MLPCN library. 3 h; median GFP as percent of DMSO wells. GFP response vs DMSO, % at 10 µM. 320,000 compounds, 0.34% hits;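 active = GFP response vs DMSO above a set limit, about the screen mean plus 3 SD, cut at about 150% in these data; inconclusive = under 70 cell events counted for the yeast strain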
AGP1-GFP MLPCN = modulators of AGP1-GFP expression in yeast TOR pathway, primary screen, cell-based, multiplex flow cytometry, S. cerevisiae, MLPCN library. 3 h; GFP as percent of DMSO wells. GFP response vs DMSO, % at 10 µM. 320,000 compounds, 0.02% hits;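 active = GFP response relative to DMSO above a set limit, near screen average plus 3 SD, cut at about 150% in these data; inconclusive = fewer than 70 cells counted for the yeast strain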;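 note: median GFP channel fluorescence of the gated AGP1 strain per well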
An asterisk follows results filed as active; ? = inconclusive; / = not tested or not shown. Compounds were not picked by outcome; about 1.7% have a hit in one of these screens.

Molecule	GRK2 aptamer HTS	VLA-4 inh	RPL19A-GFP yeast	MEP2 TOR yeast	CR mimetic SO	CIT2 TOR yeast	LAP4 TOR yeast	AGP1-GFP MLPCN
Nc1cc(C2CCCC2)nn1-c1ccccc1	2	10	85	100	95	90	85	84
c1ccc(Nc2n[nH]nc2-c2ccccc2)cc1	0	7	106	103	96	96	104	96
COc1ccccc1NC(=O)/C=C/c1cc([N+](=O)[O-])ccc1OC(F)F	3	9	99	98	103	98	100	103
CCc1ccc(N(CC(=O)Nc2ccccc2C(=O)N2CCOCC2)S(C)(=O)=O)cc1	0	23	94	99	95	95	84	93
COc1ccccc1CNC(=O)c1ccc(OCc2c(C)noc2C)c(OC)c1	2	5	95	93	95	89	92	91
COc1cc(/C=N/NC(=O)c2cc(-c3ccccc3C)nc3ccccc23)cc(OC)c1O	3	5	103	94	100	105	95	107
O=C(COC(=O)c1n[nH]c2ccccc12)NC(=O)NC1CCCC1	0	8	99	103	102	96	95	95
CCOc1ccc(Nc2nc(N)nc(CN(C)C3CCCCC3)n2)cc1	0	12	99	100	95	97	97	102
CCCNc1nc2c(c(=O)n(C)c(=O)n2C)n1CCC(C)C	0	17	86	89	100	85	83	85
COc1ccc(S(=O)(=O)N2CCC(C(=O)Nc3cccc(Cl)c3)CC2)cc1OC	0	0	97	101	108	92	96	100
Cc1[nH]c2ccccc2c1C(=O)C(=O)NC1CC(=O)N(c2ccc(F)cc2)C1 (stereo not drawn)	2	8	106	107	125	95	94	105
Cc1cc(C)cc(N(CC(=O)NC2CCCCC2)C(=O)c2ccc(C)s2)c1	2	0	101	101	111	105	99	104
COc1ccc([N+](=O)[O-])cc1NC(=O)CC1SC(=Nc2cccc(C)c2C)N(/N=C(\C)c2ccc(C)cc2)C1=O (stereo not drawn)	2	-6	116	116	98	112	112	122
O=C(CS(=O)(=O)c1cn(CC(=O)N2CCOCC2)c2ccccc12)NCc1ccccc1	4	7	106	101	102	106	95	98
C=CCn1c(=O)c(C(=O)OCC)c(O)c2ccccc21	0	1	103	100	97	86	90	98
CCCCC(=O)Nc1ccc(C(=O)Nc2ccc(OC)cc2[N+](=O)[O-])cc1	0	10	104	106	102	111	104	109
O=C(O)c1ccc2c(c1)C(=O)N(C(Cc1ccccc1)C(=O)O)C2=O (stereo not drawn)	0	9	102	104	95	100	100	102
CSc1ccccc1C(=O)Nc1nccs1	2	-14	101	100	102	105	98	101
O=C(C1CCN(S(=O)(=O)c2cc(Cl)ccc2Cl)CC1)N1CCCC1	2	-4	103	100	106	111	96	104
COCCNC(=O)CCCn1c(=O)c2cc(OC)c(OC)cc2n(CC(=O)Nc2ccc(F)cc2)c1=O	0	2	89	110	112	95	94	93
CC(=O)Oc1ccc(C(=O)OCC(=O)c2c(N)n(C)c(=O)n(C)c2=O)cc1OC(C)=O	0	5	102	101	98	106	97	102
CC1Cc2ccccc2N1C(=O)COC(=O)CNC(=O)c1ccc(Br)o1 (stereo not drawn)	0	1	97	98	99	96	96	95
COC(=O)C1CCN(C(=O)c2cc(-c3ccc(Cl)s3)nc3ccccc23)CC1	1	-9	91	98	105	86	114	90
COc1cccc(-c2cc(C(=O)NC3CC3)c3ccccc3n2)c1	4	9	90	106	96	96	110	104
O=C(NCCCn1ccnc1)C(=O)NCC(c1ccco1)N1CCN(c2ccc(F)cc2)CC1 (stereo not drawn)	2	3	96	106	88	104	105	86
O=C(c1ccco1)N1CCN(Cc2nnc(-c3cccc(Br)c3)o2)CC1	0	7	90	96	99	86	83	83
O=C(Cc1nc2ccccc2[nH]1)NCc1ccco1	7	-21	90	93	99	100	87	93
CCC(C)(C)NC(=O)CN(Cc1ccc(OC)cc1)C(=O)CCC(=O)Nc1nccs1	4	-2	101	98	102	102	98	99
O=C(c1sc2ccccc2c1Cl)N(Cc1ccccc1)C1CCS(=O)(=O)C1 (stereo not drawn)	4	1	96	99	102	100	79	100
CC(C)C(c1nnnn1C(C)(C)C)N1CCN(Cc2cccnc2)CC1 (stereo not drawn)	0	3	112	112	100	107	107	124
COC(=O)c1ccc(CSc2nnc(Nc3ccc(C)cc3)s2)o1	1	-4	87	99	101	101	102	97
COc1ccc(Cl)cc1NC(=O)CN(C)C(=O)Cn1[nH]c(=O)c2ccccc2c1=O	0	5	95	97	79	97	96	98
CCC(=O)Nc1ccc(C(=O)N/N=C/c2cccnc2)cc1	0	1	99	103	91	99	106	102
Cc1ccc(NC(=O)CCC(=O)OCC(F)(F)C(F)F)cc1	0	9	98	103	95	88	98	95
COC(=O)C1=C(N)Oc2c(oc(CO)cc2=O)C1c1c(F)cccc1Cl (stereo not drawn)	12	29	103	105	102	108	101	107
CCCOc1ccc(OCCOCCNCc2ccccc2)cc1	0	9	94	105	116	91	116	109
Cc1cc(NC(=O)c2cc(S(=O)(=O)N3CCCCC3)ccc2C)n(-c2ccccn2)n1	6	-5	100	88	98	84	83	83
Cc1ccc(CSc2nnc(-c3ccco3)o2)cc1	2	17	93	93	94	72	102	91
Cc1noc(N)c1C1(O)C(=O)N(C(C)C)c2ccccc21 (stereo not drawn)	4	8	99	99	110	102	98	105
Fc1ccc(-c2ccnc3nc(-n4cccc4)nn23)cc1	3	-2	109	93	129	120	85	95
CCOc1ccc(Cc2nnc(SCC(=O)Nc3c(C)cccc3C)[nH]c2=O)cc1	2	-30	100	106	104	107	103	106
CCN(CC(=O)Nc1ccccc1C(F)(F)F)C(=O)CN1C(=O)NC2(CCCC2)C1=O	0	9	105	93	94	92	111	110
CCCC(=O)N1N=C(c2ccccc2)CC1c1cn(C)c2ccccc12 (stereo not drawn)	0	6	99	92	100	100	89	97
Cc1ccc2nc(NC(=O)/C=C/c3ccc4c(c3)OCO4)sc2c1	0	9	103	113	94	102	80	91
COc1ccc(/C=N/NC(=O)CCn2nnc3ccccc32)cc1	0	-3	95	103	97	98	108	104
CCN(C[C@H]1N[C@@](Cc2ccccc2)(C(=O)OC)[C@H]2C(=O)N(Cc3ccccc3)C(=O)[C@@H]12)C(=O)COc1ccccc1	0	56*	101	104	94	102	96	102
CC1CCCCC1NC(=O)C1CCC(CNc2c(N3CCCCC3)c(=O)c2=O)CC1 (stereo not drawn)	0	-11	112	101	99	100	106	112
O=C(CCc1nc(-c2ccc(Cl)cc2)no1)OCc1ccc(Br)cc1	3	0	96	91	109	89	97	96
O=C(c1ccc(Cl)s1)N1CCN(S(=O)(=O)c2ccc(Cl)cc2)CC1	1	-9	99	107	73	108	95	105
C/C(=N/NC(=O)c1ccccn1)c1ccco1	0	15	98	101	82	107	105	108

Later entries:
Molecule	GRK2 aptamer HTS	VLA-4 inh	RPL19A-GFP yeast	MEP2 TOR yeast	CR mimetic SO	CIT2 TOR yeast	LAP4 TOR yeast	AGP1-GFP MLPCN
Cc1ccc2c(c1)CCCN2C(=O)c1c(C)noc1C	2	0	102	99	94	108	103	103
Cc1cccc2sc(NNC(=O)c3ccc(S(=O)(=O)N4CC(C)CC(C)C4)cc3)nc12 (stereo not drawn)	4	-15	94	97	108	110	108	96
Cc1ccc(CCNC(=O)c2ccc(NC3=NC4CS(=O)(=O)CC4S3)cc2)cc1 (stereo not drawn)	1	2	103	108	69	99	110	105
CCn1c(=O)cc(SCC(=O)Nc2ccc3c(c2)OCO3)c2ccccc21	0	3	100	101	91	111	100	102
O=C(O)CCCCCn1c(O)c(C=C2N=c3ccccc3=N2)sc1=S	3	9	99	100	96	97	86	93
CC(=O)Nc1nc(C(F)(F)F)cs1	2	7	102	102	100	104	100	102
CC(=O)Nc1ccc(C(=O)N(C)C(C(=O)Nc2ccccc2)c2ccccn2)cc1 (stereo not drawn)	0	3	92	109	98	96	122	107
CSc1nnc(CCCCCNC(=O)OC(C)(C)C)o1	3	5	99	91	111	111	110	115
Fc1ccccc1Nc1nc(N2CCOCC2)nc(N2CCOCC2)n1	1	7	105	108	95	102	101	104
Cc1ccc(-c2cn3cccnc3n2)cc1NC(=O)c1ccc(Br)o1	0	14	94	94	105	93	93	/
COc1ccc(CCNC(=O)c2ccc3c(c2)OCO3)cc1	4	8	101	110	106	94	109	101
CCCCN(C(=O)C1CCCO1)c1c(N)n(CC(C)C)c(=O)[nH]c1=O (stereo not drawn)	5	16	103	103	102	106	98	102
Cc1sc2nc(SCC(N)=O)n(C)c(=O)c2c1C	1	14	96	99	104	100	101	98
CC1CCN(C(=O)c2ccc(SCc3ccccc3F)c([N+](=O)[O-])c2)CC1	1	12	106	126	100	98	103	95
O=C1COc2ccc(S(=O)(=O)N3CCCC3)cc2N1	0	10	104	103	102	107	92	99
Cc1cc(C)cc(NC(=O)C2CCCN2/C=C/C(=O)C(F)(F)F)c1 (stereo not drawn)	2	-9	104	99	73	107	102	103
CN(CCNC(=O)c1cn(C)c2ccc(S(=O)(=O)N3CCCC3)cc2c1=O)CCc1ccccc1	5	4	95	96	96	106	80	94
CC1CN(CCC(=O)Nc2ccc3c(c2)OCO3)CC(C)O1 (stereo not drawn)	0	-1	99	105	87	100	96	104
O=C1C=C(c2ccc(Cl)cc2)C(=O)N1Nc1ccccc1	4	-3	55	97	93	57	73	61
O=C(Nc1ccc(F)cc1F)c1ccc2c(c1)OCCO2	0	-5	103	100	98	103	94	99
O=C(NCC1CCCO1)/C(=C\c1ccco1)NC(=O)c1ccc(Cl)cc1 (stereo not drawn)	0	1	93	100	105	91	99	91
COc1ccc(-n2cnnc2SCC(=O)Nc2ccc(C(N)=O)cc2)cc1	0	12	91	99	85	81	98	86
CCc1ccc(NC(=O)Cc2cn(C)c3ccccc23)cc1	1	14	101	102	100	93	102	97
CCOC(=O)n1c(=O)n(Cc2ccc(Cl)cc2Cl)c2ccccc21	0	-5	100	102	119	99	109	106
CC1(C)Cc2c(sc3nc4n(-c5ccccc5)c(=O)c(CCC(=O)O)nn4c(=O)c23)CO1	0	-1	101	102	82	109	104	106
O=C(NC1CCCCC1)C(c1ccccc1)N1CCc2ccccc21 (stereo not drawn)	2	0	99	99	89	95	94	98
CC(C)(C)c1ccc(C(=O)N2CCCC2)s1	1	-6	91	88	107	83	103	91
COc1cc(/C=N/N=C2\CC3CCC2(C)C3(C)C)ccc1O (stereo not drawn)	1	-1	103	106	97	98	73	102
O=C(CCC(=O)N1CCSc2ccccc21)Nc1ccc(F)cc1	0	-4	102	100	113	95	115	93
CCCN1C=CC(=C/C=C(\C#N)C(=O)OCC)C=C1	0	-89	98	106	119	107	100	103
O=C1OC2(CCCC2)OC(=O)C1=Cc1c[nH]c2ccccc12	0	24	99	86	92	88	?	86
